dFosB activator – enhances mouse delta FosB homodimer DNA binding. P13346. purified delta FosB, TAMRA-CDK5 oligo fluorescence polarization; percent of positive-control signal above neutral wells. activation, % at 25 µM. actives 0.99% (n = 340,000);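 active = mean activation above about 17%, with every replicate also reaching it, limit read from the data, passing the limit was not always enough; inconclusive = only one of the two conditions met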;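 note: fluorescence polarization rise as delta FosB binds a TAMRA Cdk5 AP-1 oligo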
Target sequence (P13346 whole entry, looked up): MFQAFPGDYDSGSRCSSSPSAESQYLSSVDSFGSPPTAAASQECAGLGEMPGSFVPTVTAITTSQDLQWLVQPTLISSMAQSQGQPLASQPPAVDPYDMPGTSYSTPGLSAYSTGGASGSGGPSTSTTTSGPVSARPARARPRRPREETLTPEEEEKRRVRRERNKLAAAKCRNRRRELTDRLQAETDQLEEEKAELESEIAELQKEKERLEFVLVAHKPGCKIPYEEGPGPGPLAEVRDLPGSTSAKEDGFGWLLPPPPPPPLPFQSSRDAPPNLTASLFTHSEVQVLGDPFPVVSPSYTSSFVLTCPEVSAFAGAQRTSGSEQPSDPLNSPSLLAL
NSD2 inh – inhibitors of human histone methyltransferase NSD2 | actives 0.54% (n = 310,000) | NSD2 peptide methylation, AlphaScreen, 120 min | inhibition, % at 12.5 µM; in the data active = inhibition above about 50%
PfHsp90 yeast 2 – reduces growth (ATP signal) of yeast expressing P. falciparum Hsp90 | inhibition, % at 9.4 µM | S. cerevisiae expressing PfHsp90, BacTiter-Glo ATP, 48 h; yeast lacking PDR1 and PDR3 efflux regulators | actives 0.32% (n = 310,000) | AID 504621;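 active = every replicate shows inhibition above about 80%, whatever the replicate mean, limit read from the data; inconclusive = mean inhibition reaches the set limit but some replicate falls short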;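 note: 0% = DMSO neutral controls and 100% = 20 µM radicicol positive controls; yeast relying on Plasmodium falciparum Hsp90 in place of its own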
CAL PDZ FP-1 – CAL PDZ (human) peptide binding inhibition | actives 0.92% (n = 300,000) | inhibition, % at 24.9 µM | AID 602252 | purified CAL PDZ, TMR-peptide fluorescence polarization, 1 h;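 active = mean inhibition of at least 30% with at least half of replicates also reaching 30%; inconclusive = no clear call, values can overlap the other calls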;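 note: 0% = DMSO neutral control and 100% = excess unlabeled competitor peptide PRC23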
SR-BI DiI inh – blocks mouse SR-BI lipid uptake from DiI-HDL. actives 0.96% (n = 320,000). inhibition, % at 12.5 µM. ldlA[mSR-BI] CHO cells, DiI-HDL uptake fluorescence, 3 h;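 active = mean replicate inhibition of at least 70% and a set share of replicates each scoring 70 or more; inconclusive = meets just one of the two criteria; inactive = fails both criteria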;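 note: 0% = median of neutral control wells and 100% = median of positive control wells; values of inactives mirror those of a sister screen read the other way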
Target sequence (Q61009 whole entry, looked up): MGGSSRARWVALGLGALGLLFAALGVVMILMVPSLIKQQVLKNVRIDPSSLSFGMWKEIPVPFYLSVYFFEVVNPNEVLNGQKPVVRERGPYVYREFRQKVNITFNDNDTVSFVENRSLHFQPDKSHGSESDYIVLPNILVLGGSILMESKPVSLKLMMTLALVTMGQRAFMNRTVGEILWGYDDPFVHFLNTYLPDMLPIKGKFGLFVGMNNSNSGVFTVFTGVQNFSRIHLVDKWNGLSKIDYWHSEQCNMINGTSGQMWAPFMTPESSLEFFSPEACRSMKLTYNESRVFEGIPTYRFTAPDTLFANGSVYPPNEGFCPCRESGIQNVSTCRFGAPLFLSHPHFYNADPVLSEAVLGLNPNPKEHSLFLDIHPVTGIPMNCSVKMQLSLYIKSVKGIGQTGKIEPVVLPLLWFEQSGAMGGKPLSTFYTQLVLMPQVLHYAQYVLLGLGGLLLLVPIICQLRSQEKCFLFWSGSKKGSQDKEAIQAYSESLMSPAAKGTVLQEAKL
PvdQ acylase – P. aeruginosa PvdQ acylase inhibition. purified PvdQ acylase, fluorescence plate reader. inhibition, % at 10 µM. actives 0.063% (n = 340,000). AID 488965; in the data active = inhibition above about 30%, passing the limit was not always enough; inconclusive = no clear call, values can overlap the other calls;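 note: 0% = vehicle neutral wells and 100% = reference inhibitor wells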
SR-BI DiI-HDL act – enhances SR-BI lipid uptake from DiI-HDL | AID 504775 | activation, % at 12.5 µM | actives 0.096% (n = 320,000) | CHO ldlA[mSR-BI] cells, DiI-HDL uptake fluorescence, 3 h; 100 = double the neutral-control signal;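 active = mean replicate activation of at least 60% and every replicate at or above 60%; inconclusive = mean or all-replicate condition met, but not both; inactive = mean below 60% and not all replicates reaching 60%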;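 note: 0% = median plate neutral-control signal and 100% = twice that signal; values of inactives mirror those of a sister screen read the other way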
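Test system: SR-BI-overexpressing, LDLR-lacking CHO cells. Measured by: DiI fluorescence, bottom read. Medium: Ham's F12 with 0.5% BSA, HEPES 25 mM, pH 7.4. Timing: 3 h uptake period with compound, 37 °C.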
Rtt109 Vps75 – inhibitors of Candida albicans Rtt109/Vps75 histone acetyltransferase. Q5AAJ8. purified Rtt109/Vps75, ThioGlo CoA-SH fluorescence, 4 h. inhibition, % at 34.9 µM. actives 0.16% (n = 330,000). AID 540336;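 active = inhibition of at least 50% in every replicate; inconclusive = best replicate reaches 50% inhibition but some replicates fall short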
CAL PDZ FP-2 – human CAL PDZ-peptide interaction inhibition; purified CAL PDZ, TMR-peptide fluorescence polarization, 1 h; inhibition, % at 20 µM; actives 0.02% (n = 330,000); Q9HD26; AID 504414;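 active = highest replicate inhibition of at least 40%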;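 note: plate controls were DMSO neutral control wells for no effect and unlabeled competitor peptide control wells for full effect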
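Test system: purified CerCALP PDZ construct; Compound dosing: one concentration, 20 µM compound; Also added: TMR-labelled reporter peptide T*-PRC34 bound in PDZ groove; Read-out: inhibition from polarization loss; Controls: unlabelled peptide and DMSO controls; Signal: FP readout, S and P plane fluorescence; Incubation: 1 h at RT.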
MITF act – increases MITF-driven TRPM1 promoter luciferase signal. SK-MEL-5 TRPM1-promoter luciferase, 24 h; % of positive control, neutral wells = 0. activation, % at 12.5 µM. actives 0.75% (n = 300,000). AID 588334;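 active = mean activation of at least 80% with every replicate also reaching 80%; inconclusive = mean reaches 80% but some replicate falls short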;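 note: 0% = neutral control wells and 100% = parthenolide positive control wells; values of inactives mirror those of a sister screen read the other way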
Numbers without * were called inactive; ? = inconclusive; . = no result given. No enrichment for hits. About 4.3% of those tested had a hit in this group.

SMILES	dFosB activator	NSD2 inh	PfHsp90 yeast 2	CAL PDZ FP-1	SR-BI DiI inh	PvdQ acylase	SR-BI DiI-HDL act	Rtt109 Vps75	CAL PDZ FP-2	MITF act
CCC1CCCCN1S(=O)(=O)c1ccc(C(=O)N(CCCN(C)C)c2nc3cc4c(cc3s2)OCO4)cc1 (configuration not stated)	24*	4	-9	0	28	5	-28	?	-1.7	-26
Cc1cc(C)cc(NC(=S)NCc2ccncc2)c1	2	-2	15	7	22	9	-22	16	-0.4	-4
O=C(NCCc1ccc(C(F)(F)F)cc1)C1CCC(=O)N(CCCc2ccccc2)C1 (configuration not stated)	-23	-2	12	-3	13	-11	-13	19	-0.7	-6
O=C(Nc1cccc(S(=O)(=O)N2CCCCCC2)c1)c1ccc(Cl)nc1	-11	-1	.	.	65	-7	-65	-7	-3.1	7
CC(=O)N1CCN(c2ccccc2NC(=O)c2ccc(Br)o2)CC1	-16	1	40	.	-5	-13	.	-2	-1.2	6
COc1ccc(-c2ccc(NS(=O)(=O)c3cc([N+](=O)[O-])c(C)c([N+](=O)[O-])c3)cc2)nn1	-17	13	-9	8	17	5	-17	10	-0.5	9
Cc1cc(C)nc(Nc2n[nH]c(COc3cccc4ccccc34)n2)n1	-6	3	-9	-5	25	-16	-25	-3	.	-15
Cc1ccc(C)c(OCCC(=O)OCC(=O)N2CCN(c3ccccc3)CC2)c1	-16	1	5	0	-19	3	19	13	-4.0	-4
O=C(O)CCN(CCC(=O)O)c1nnc(SCc2ccccc2)s1	-2	1	-14	-4	-26	-11	26	1	.	-1
CCOC(=O)c1ccc2ncc(-c3ccccc3)nc2c1	-11	-2	-115	-2	-8	10	8	-18	-2.7	111*
O=C(/C=C/c1cccc([N+](=O)[O-])c1)NCCSCc1cccc(Cl)c1	2	-2	-6	52*	-2	2	2	6	-0.2	8
Cc1nn(C)c(C)c1CN(Cc1nc(-c2ccc(F)cc2F)oc1C)C1CC1	-5	1	.	-6	19	-13	-19	1	-1.5	-16
COc1cc(/C=C/C(=O)OCC(=O)N2CCCC2)cc(OC)c1OC	-4	-2	-48	3	5	-2	-5	-5	-2.6	0
O=C(Cn1nnc(-c2ccc(Cl)cc2)n1)N1CCN(C(=O)c2ccco2)CC1	-16	0	0	-5	11	-8	-11	-1	-0.2	-2
Cc1cc(C)cc(NC(=O)C(NCC2CCCO2)c2ccccc2)c1 (configuration not stated)	-13	-3	-4	0	-9	-11	9	0	0.1	-2
CCN(CC)S(=O)(=O)c1ccc(N/N=C(\C)c2cccnc2)nc1	-10	-6	-23	-1	2	-9	-2	2	-1.6	18
CCCCN(Cc1ccccc1)S(=O)(=O)c1ccc2c(c1)n(C)c(=O)c(=O)n2C	-12	1	-19	6	-15	2	15	1	-0.3	11
COc1ccc(C(=O)NC(=O)CSc2nc3nc(C)cc(C)n3n2)cc1	-1	-2	.	5	-23	-5	23	0	-0.6	11
CCOC(=O)N(CC)OC(=O)Nc1ccc(Cl)cc1	-4	6	-5	-10	-18	3	18	2	-0.3	19
CS(=O)(=O)N1CCN=C1SCc1ccc([N+](=O)[O-])cc1	-1	-2	20	-4	4	-10	-4	-5	-1.3	2
O=C(Nc1ccc2c(c1)C(=O)N(c1ccccc1)C2=O)c1cccs1	14	1	-27	-5	26	-16	-26	-5	-1.6	9
COC(=O)c1ccccc1Sc1ncnc2onc(C)c12	1	13	25	1	-13	-8	13	2	-2.5	-2
CCOC(=O)N1CCN(CC(=O)Nc2sc(CC)cc2C(=O)c2ccc(OC)cc2)CC1	-11	0	-12	3	35	3	-35	2	-1.9	-2
Cc1cccc(-n2ncc(C(=O)NC3CCCC3)c2C2CCN(C(=O)OC(C)(C)C)CC2)c1	-6	-3	8	-2	-9	1	9	12	-2.1	-19
COc1ccc(C(C(=O)NCC2CCCO2)N(C(=O)c2snc(C(N)=O)c2N)c2ccccc2C)cc1OC (configuration not stated)	2	-12	5	-4	.	-2	.	4	-2.5	-2

(continued)
SMILES	dFosB activator	NSD2 inh	PfHsp90 yeast 2	CAL PDZ FP-1	SR-BI DiI inh	PvdQ acylase	SR-BI DiI-HDL act	Rtt109 Vps75	CAL PDZ FP-2	MITF act
N#CC1=C(N)Oc2n[nH]c(-c3cccs3)c2C1c1ccccc1C(=O)O (configuration not stated)	1	-2	2	0	-8	-12	8	10	0.6	-8
COC(=O)Cc1csc(/N=C/c2c(O)n(-c3cccc(C(F)(F)F)c3)c(=O)c3ccccc23)n1	-3	-2	6	-3	-8	-13	8	2	-1.6	-28
Cc1cc(C)nc(NS(=O)(=O)c2ccc(NC(=O)c3ccc(N4C(=O)CCC4=O)cc3)cc2)n1	5	1	5	-6	-2	44*	2	3	-0.9	-13
CC1(c2ccc(Cl)cc2)NC(=O)CS1 (configuration not stated)	0	-3	18	-7	-28	-8	28	-1	-2.1	-4
COc1ccc(-c2cc(C(=O)N3CCN(C(c4ccccc4)c4ccccc4)CC3)no2)cc1	3	0	-9	.	3	7	-3	9	-0.2	5
O=C(c1ccc2c(c1)N(Cc1ccccc1)CCS2)N1CCOCC1	0	3	2	16	-34	-3	34	-3	-1.2	12
COc1ccccc1C=CC(=O)C=Cc1ccccc1OC	-14	1	-16	-7	27	-3	-27	6	-0.2	-73
O=C1CCCN2N=C(SCC(=O)Nc3ccc([N+](=O)[O-])cc3)SC2=N1	3	-13	2	2	.	-6	.	11	-0.9	8
CCS(=O)(=O)Nc1ccc(C2=NN(C(=O)c3ccccc3)C(c3cccs3)C2)cc1 (configuration not stated)	-9	-4	1	-3	19	5	-19	12	-2.1	-17
CCS(=O)(=O)Nc1cccc(-c2ccc3nnc(-c4cccnc4)n3n2)c1	-32	-5	-16	.	-8	0	8	-1	-0.7	-5
O=C(c1ccc2c3c(cccc13)CC2)C1CCCN(C(=O)c2ccc[n+]([O-])c2)C1 (configuration not stated)	-6	.	1	-3	.	10	.	-3	-1.3	-5
O=C(O)C(Cc1ccccc1)N1Cc2ccccc2C1=O (configuration not stated)	1	2	1	-4	-14	5	14	-3	-1.4	1
COc1ccc(C(C)(C)C)cc1NC(=O)CCn1[nH]c(=O)ccc1=O	-7	-3	-1	1	-16	-8	16	4	-0.9	0
CS(=O)(=O)N(CC(=O)NCCSCc1ccccc1)c1ccccc1	-11	-1	-44	3	-6	-14	6	-23	-0.4	-5
Cc1noc(C)c1COC(=O)c1ccccc1Oc1ccccc1	-8	-8	-12	1	4	-7	-4	-5	-4.2	5
C=C1C(=O)OC2CC1C(O)CC(C)=CCCC(C)=CC(O)CC2C (configuration not stated)	-15	0	16	-4	2	-16	-2	-3	0.9	.
Cc1cc(C)cc(NC(=O)Cn2c(=O)oc3cc(S(=O)(=O)N4CC(C)CC(C)C4)ccc32)c1 (configuration not stated)	-2	.	-2	.	-1	-9	1	1	0.3	-18
Cc1ccc(S(=O)(=O)NCc2csc(C)n2)cc1	-2	1	7	-3	-13	10	13	.	-0.3	-7
COc1ccc(-c2nc(NC(=O)c3c(C)noc3C)sc2C)cc1	-12	-1	.	2	69	-10	-69	-23	-2.0	-4
COc1cc(CCC(=O)Nc2nccs2)cc(OC)c1OC	5	-4	7	-4	14	-9	-14	2	0.8	7
O=C1c2ccccc2C(=O)N1OCCOCCOCCBr	0	0	-7	-2	-1	5	1	34	-1.8	-1
Cn1cc(CNC(=O)Nc2ccc3c(c2)OCO3)cn1	-4	-1	8	-2	-13	-10	13	-4	0.0	6
COc1ccc(-c2nn(-c3ccccc3C)cc2CNCCc2cnc[nH]2)cc1F	2	4	3	0	-32	-8	32	-8	-0.5	13
O=C(NCCCCc1ccccc1)Nc1ccc(F)cc1F	0	-1	19	-4	-5	14	5	21	-1.4	13
N#C/C(=C/c1ccccc1)C(=O)OCC(=O)Nc1ccccc1[N+](=O)[O-]	-6	1	-20	1	-45	-13	.	-5	-1.9	-11

Later entries.
SMILES	dFosB activator	NSD2 inh	PfHsp90 yeast 2	CAL PDZ FP-1	SR-BI DiI inh	PvdQ acylase	SR-BI DiI-HDL act	Rtt109 Vps75	CAL PDZ FP-2	MITF act
O=C(NCC(c1ccco1)N1CCN(c2ccccc2)CC1)c1ccco1 (configuration not stated)	-4	0	-6	-5	-23	-7	23	3	-2.0	4
C=CCSC1=N/C(=C/c2ccsc2)C(=O)N1c1ccccc1	-5	-5	-9	-5	0	-11	0	4	-0.8	1
Fc1ccc2c(c1)C(c1ccncc1)=NNC(c1cccnc1)=N2	6	0	.	0	12	11	-12	.	-1.3	.
O=C(Nc1cccc(S(=O)(=O)N2CCCCC2)c1)Nc1ccc(Cl)cc1Cl	-5	-1	-2	-5	54	-10	-54	-2	-4.0	-11
O=C(CSc1nnc(-c2ccncc2)n1-c1ccccc1)N1CCN(c2ccc(Cl)cc2)CC1	-1	0	.	-4	31	-6	-31	1	-2.7	.
Cc1cccc(Cn2c(=O)n(Cc3ccco3)c(=O)c3ccccc32)c1	-15	0	37	.	36	-17	-36	-8	-2.4	-1
CN(C)c1ccc(C(=O)C(=O)c2ccccc2)cc1	2	3	-16	4	-37	8	37	.	-3.0	17
Cc1[nH]n(-c2ccccc2)c(=O)c1N=Nc1ccccc1C(=O)N1CCCCC1	-4	57*	9	-3	4	3	-4	-6	0.1	6
CC(C)n1nccc1N(Cc1ccc(Cl)cc1)S(=O)(=O)c1ccccc1	-10	-9	24	2	-1	-9	1	-11	-1.2	0
N#CCCN(C(=O)Nc1ccc(Cl)cc1)c1ccccc1	-2	1	-5	-7	7	-16	-7	-25	-0.7	-4
O=C(Nc1ccc(-c2noc(-c3ccccc3F)n2)cc1)c1cccs1	0	1	10	-1	25	1	-25	1	-0.6	?
CCOc1cccc(N(C(=O)C2COc3ccccc3O2)C(C(=O)NC2CCCCC2)c2ccc(O)cc2)c1 (configuration not stated)	?	-2	-5	-1	2	-19	-2	3	-0.5	1
CC1CCCC(C)N1S(=O)(=O)c1ccc(NC(=O)c2ccccc2C(=O)N2CCOCC2)cc1 (configuration not stated)	-12	-1	11	0	-12	-21	12	-19	-2.3	7

Profiles, quoted from the list. Order of values: dFosB activator, NSD2 inh, PfHsp90 yeast 2, CAL PDZ FP-1, SR-BI DiI inh, PvdQ acylase, SR-BI DiI-HDL act, Rtt109 Vps75, CAL PDZ FP-2, MITF act
Record of `O=C(NCC(c1ccco1)N1CCN(c2ccccc2)CC1)c1ccco1` (configuration not stated) → -4, 0, -6, -5, -23, -7, 23, 3, -2.0, 4
Record of `Cc1cccc(Cn2c(=O)n(Cc3ccco3)c(=O)c3ccccc32)c1` → -15, 0, 37, ., 36, -17, -36, -8, -2.4, -1
Record of `CN(C)c1ccc(C(=O)C(=O)c2ccccc2)cc1` → 2, 3, -16, 4, -37, 8, 37, ., -3.0, 17

Compound activity (PubChem)
